Compound activity deposited in PubChem BioAssay by National Center for Advancing Translational Sciences (NCATS).
NPSR antag – antagonists of human neuropeptide S receptor cAMP signaling. Potency, µM (doses to about 38.3 µM), for inactives: at the highest dose activity change, negative = inhibition, actives largely listed as inhibitors. Q6W5P4. AID 1461. CHO-NPSR cells, cAMP TR-FRET, antagonist mode. 220,000 compounds, 1% hits; note: % is set by controls: 0 for no effect and ±100 for the full control effect; nearly all actives have a fitted effect of over 50% in size; many of its hits are not listed in these tables
SMN2 splice up – enhancers of SMN2 splice variant expression. HEK293 SMN2-luciferase splicing reporter, luminescence, 30-36 h. Potency, µM (top dose mostly 46.1 µM), for inactives: at the top dose activity change, positive = activation, most hits filed as activators. 210,000 compounds, 2.8% hits. AID 1458; note: % of control where 0% means no effect; nearly all actives have a fitted effect of over 55% in size
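HEK293 cells carry an SMN2 minigene-luciferase reporter in which exon 7 inclusion puts luciferase in frame. Cells were seeded at 2000 cells/well, attached for 10-12 hours, then exposed to compounds for 30-36 hours at 37C before ONE-Glo luminescence.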
Luc counter – blocks Kinase-Glo luciferase, a counter-screen artifact | Q27757 | Kinase-Glo luciferase, ATP luminescence, 8 min | Potency, µM (titrated, usually from 38.3 µM), for inactives: top-dose activity change, negative = inhibition, actives largely listed as inhibitors | 200,000 compounds, 0.28% hits; note: % is set by controls: 0 for no effect and ±100 for the full control effect; nearly all actives have a fitted effect of over 60% in size
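Substrate mix (final 50 mM imidazole pH 7.2, 50 mM KCl, 7 mM MgCl2, 10 uM ATP, 0.01% Tween 20, 0.05% BSA) plus pin-tool compound, then Kinase-Glo detection mix; 8 min ambient, luminescence read.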
JMJD2E inh – inhibitors of human JMJD2E histone demethylase; B2RXH2; JMJD2E catalytic domain, FDH-coupled NADH fluorescence (FDH is formaldehyde dehydrogenase); Potency, µM (series often up to 57.1 µM), without a hit: at the top dose activity change, negative = inhibition, most hits filed as inhibitors; 230,000 compounds, 1.6% hits; AID 2147; active = well fitted inhibition curve with a large enough effect, not every such curve was filed as active; inconclusive = small, poorly fitted or top-dose-only effect, or another doubt; inactive = no such curve, though single readings can be large or run the other way;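 note: 0% = wells with enzyme and -100% = buffer wells without enzyme; nearly all actives have a fitted effect of over 50% in size; many of its hits are not listed in these tables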
Epigenetic derep – derepresses silenced GFP reporter in murine cells. Potency, µM (top dose mostly 53.9 µM), for inactives: top-dose GFP activation, actives largely listed as activators. AID 1865. murine LDR cells, GFP reporter derepression, 30 h. 280,000 compounds, 0.2% hits; note: % of control where 0% means no effect; nearly all actives have a fitted effect of over 60% in size
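Murine LDR cells carrying a silenced, genomically integrated CMV-driven GFP reporter were exposed to compound for 30 hours at 37 C. After PBS washes, GFP-positive cells (20–120 um objects) were counted by laser-scanning microplate cytometry.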
IMPase Li inh – membrane-permeable IMPase blocker, potentiated with lithium. Potency, µM (titrated, usually from 59.4 µM), for the others: top-dose activity, negative = IMPase inhibition, actives largely listed as inhibitors. CHO-M1 cells, IP1 TR-FRET (IP-One), carbachol + lithium. 210,000 compounds, 0.35% hits. AID 1457;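 note: IP1 builds up when IMPase is blocked and the TR-FRET signal falls; plate controls were basal vehicle for no effect and high inhibitor control for full effect; nearly all actives have a fitted effect of over 50% in size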
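Lithium-sensitised IP1 accumulation assay; M1-expressing CHO cells treated 30 min at 37C with compound. Competitive antibody detection by time-resolved FRET followed a 10 min room-temperature lysis step.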
RECQ1 inh – RECQ1 (human) helicase inhibition. Potency, µM (top dose mostly 57.3 µM), inactives show top-dose activity, negative = inhibition, hits mostly inhibitors. P46063. RECQ1 DNA unwinding, red fluorescence kinetic read. 240,000 compounds, 0.54% hits;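 note: plate controls were vehicle for no effect and no enzyme for full effect; nearly all actives have a fitted effect of over 30% in size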
Target sequence (P46063 whole entry, looked up): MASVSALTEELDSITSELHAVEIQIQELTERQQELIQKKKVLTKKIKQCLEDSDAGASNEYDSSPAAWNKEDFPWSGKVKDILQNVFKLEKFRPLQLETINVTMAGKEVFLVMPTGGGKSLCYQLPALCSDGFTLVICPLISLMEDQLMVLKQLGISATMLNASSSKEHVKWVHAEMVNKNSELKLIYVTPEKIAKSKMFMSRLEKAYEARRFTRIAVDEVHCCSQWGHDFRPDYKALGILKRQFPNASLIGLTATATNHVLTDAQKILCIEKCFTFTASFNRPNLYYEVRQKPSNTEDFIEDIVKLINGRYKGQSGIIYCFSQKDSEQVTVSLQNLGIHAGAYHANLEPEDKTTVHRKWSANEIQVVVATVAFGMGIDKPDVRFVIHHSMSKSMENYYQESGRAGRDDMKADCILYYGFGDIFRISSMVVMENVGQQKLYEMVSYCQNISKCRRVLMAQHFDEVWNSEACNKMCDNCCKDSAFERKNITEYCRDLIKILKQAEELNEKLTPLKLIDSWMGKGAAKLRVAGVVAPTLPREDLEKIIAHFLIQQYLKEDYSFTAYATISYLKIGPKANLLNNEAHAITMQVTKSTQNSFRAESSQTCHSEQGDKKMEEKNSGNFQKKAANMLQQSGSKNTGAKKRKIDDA
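50 nM RECQ1T1 preincubated 15 min with compound in Tris pH 8.0 buffer with MgCl2, DTT, Tween-20 and 2.5 ug/ml poly(dI-dC); started with 200 nM TAMRA/BHQ-2 forked duplex and 2 mM ATP. Unwinding read as fluorescence (525/598 nm), two reads 2 h apart.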
GoLoco inh red – inhibitors of human Gai1-RGS12 GoLoco interaction (red fluorophore) | P63096 | AID 880 | 230,000 compounds, 0.44% hits | Potency, µM (doses to about 61.6 µM), for inactives: at the highest dose activity, negative = inhibition, usual class: inhibitors | Gai1:RGS12 GoLoco peptide FP, rhodamine, 10 min; active = well fitted inhibition curve with a large enough effect, not every such curve was filed as active; inactive = no such curve, though single readings can be large or run the other way; note: % is set by controls: 0 for no effect and ±100 for the full control effect; nearly all actives have a fitted effect of over 30% in size; many of its hits are not listed in these tables
Target sequence (P63096 whole entry, looked up): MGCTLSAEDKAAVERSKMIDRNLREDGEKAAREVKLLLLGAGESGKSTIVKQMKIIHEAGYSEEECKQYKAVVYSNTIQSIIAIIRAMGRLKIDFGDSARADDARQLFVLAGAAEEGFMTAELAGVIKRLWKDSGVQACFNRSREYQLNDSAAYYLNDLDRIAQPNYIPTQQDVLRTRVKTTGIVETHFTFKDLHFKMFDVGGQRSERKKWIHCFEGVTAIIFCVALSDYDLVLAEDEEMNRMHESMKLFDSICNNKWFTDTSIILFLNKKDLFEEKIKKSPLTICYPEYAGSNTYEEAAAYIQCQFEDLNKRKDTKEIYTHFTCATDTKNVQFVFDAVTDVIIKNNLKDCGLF
* hit, by the source's call; i = inactive; ? = inconclusive; / = no result given; & = joins results of further samples; [ ] = dose if it differs, or a comment. Unless noted, calls come from the whole dose curve; as a rule, active = well fitted curve in the direction sought with a large enough effect; inconclusive = small, poorly fitted or top-dose-only effect, or another doubt; inactive = no such curve, though single readings can be large; an effect the other way counts as inactive or inconclusive. Potency is the fitted concentration of half-maximal effect.

A first look, three compounds:
Values in the order: NPSR antag, SMN2 splice up, Luc counter, JMJD2E inh, Epigenetic derep, IMPase Li inh, RECQ1 inh, GoLoco inh red
CCS(=O)(=O)Nc1ccc(C2=NN(C(=S)Nc3ccccc3)C(c3ccco3)C2)cc1 (stereo unspecified)
→ -25%, ?, -1%, ?, -1.1%, 1%, -11%, 2%
COc1ccc(NC(=O)CCN2CCCCCC2)c(OC)c1
→ 1%[46.1 µM], -9%, -4%, -10%, 0.0%, 2%[38.3 µM], -2%, 8%
CCCCOc1ccc(CNn2c(C)nc3ccccc3c2=O)cc1
→ -12%[46.1 µM], -32%[inhibitor], -6%, 10%, 1.3%, 9%[38.3 µM], -5%, -10%

The list itself (from the top)
Values in the order: NPSR antag, SMN2 splice up, Luc counter, JMJD2E inh, Epigenetic derep, IMPase Li inh, RECQ1 inh, GoLoco inh red
CCS(=O)(=O)Nc1ccc(C2=NN(C(=S)Nc3ccccc3)C(c3ccco3)C2)cc1 (stereo unspecified)
→ -25%, ?, -1%, ?, -1.1%, 1%, -11%, 2%
COc1ccc(NC(=O)CCN2CCCCCC2)c(OC)c1
→ 1%[46.1 µM], -9%, -4%, -10%, 0.0%, 2%[38.3 µM], -2%, 8%
CCCCOc1ccc(CNn2c(C)nc3ccccc3c2=O)cc1
→ -12%[46.1 µM], -32%[inhibitor], -6%, 10%, 1.3%, 9%[38.3 µM], -5%, -10%
COc1ccccc1Sc1nc(-c2ccccc2)ncc1OC
→ -40%, -14%, 2%, -7%, -2.6%, 5%, -8%, 7%
C=CCNC(=O)c1csc(-c2ccccc2)n1
→ 3%[46.1 µM], -6%, -1%, 3%, 0.2%, ?, -1%, -3%
COCCCn1c(SCC(=O)Nc2cccc(C(=O)OC)c2)nnc1-c1ccncc1
→ -1%[46.1 µM], /, /, 4%, -1.6%, /, -6%, /
O=C(CSc1ccc(Cl)cc1)N1N=CCC1c1ccccc1 (stereo unspecified)
→ -19%, /, /, 9%, 1.8%, /, -4%, -5%
CCOC(=O)c1c(C)[nH]c(C(=O)COC(=O)CNC(=O)c2ccc(Cl)cc2)c1C
→ 28%, 15%, 0%, -1%, 0.0%, -1%, 6%, 2%
COc1ccc(C(=S)N2CCOCC2)cc1OC(=O)c1cc([N+](=O)[O-])c(C)c([N+](=O)[O-])c1
→ 1%[46.1 µM], -9%, -1%, -1%, -3.4%, 3%, -8%, -3%
CCN(CC(O)COCc1ccc(Cl)cc1)C1CCCCC1 (stereo unspecified)
→ 8%, 13%, -3%, 0%, -2.5%, 3%, -12%, -3%
COc1cccc(NC(=O)CSc2nc3c(c(=O)n2C)SC(C)C3)c1 (stereo unspecified)
→ 4%, -19%, -1%, -2%, -1.0%, 8%, -4%, 9%
CCCC(=O)Nc1nc(C)c(-c2csc(Nc3cc(OC)ccc3OC)n2)s1
→ -17%[46.1 µM], -33%[inhibitor], 0%, ?, -1.1%, 24%[38.3 µM], -2%, -7%
Cc1cc(C(=O)OCC(=O)N2CCc3ccccc32)c(C)o1
→ -1%[46.1 µM], -1%, 0%, 5%, -1.0%, 15%[38.3 µM], -5%, 5%
COc1ccc(-n2c(=O)cc(N3CCc4ccccc43)[nH]c2=O)cc1
→ 3%, 3%, 2%, -9%, -1.0%, 6%, -3%, 0%
O=C(Nc1scc(-c2cccs2)c1C(=O)O)c1cccs1
→ -12%[46.1 µM], -6%, 5%, -7%, 0.0%, -2%[38.3 µM], -18%, -7%

2 of these compounds in another layout.
smiles	NPSR antag	SMN2 splice up	Luc counter	JMJD2E inh	Epigenetic derep	IMPase Li inh	RECQ1 inh	GoLoco inh red
COc1ccc(C(=S)N2CCOCC2)cc1OC(=O)c1cc([N+](=O)[O-])c(C)c([N+](=O)[O-])c1	1%[46.1 µM]	-9%	-1%	-1%	-3.4%	3%	-8%	-3%
CCCCOc1ccc(CNn2c(C)nc3ccccc3c2=O)cc1	-12%[46.1 µM]	-32%[inhibitor]	-6%	10%	1.3%	9%[38.3 µM]	-5%	-10%

(list continues)
Values in the order: NPSR antag, SMN2 splice up, Luc counter, JMJD2E inh, Epigenetic derep, IMPase Li inh, RECQ1 inh, GoLoco inh red
CCOC(=O)Nc1ccc(NS(=O)(=O)c2ccc(C)cc2)cc1
→ -15%[46.1 µM], ?, -2%, 3%, 0.0%, 33%[38.3 µM], ?, 6%
COc1ccc(NC(=O)CC2C(=O)N(C)C(=S)N2CCc2ccc(F)cc2)cc1 (stereo unspecified)
→ 56%, /, /, -5%, 1.4%, /, -9%, 2%
CN(C)S(=O)(=O)Oc1ccsc1C(=O)Nc1ccccc1Cl
→ -16%[46.1 µM], -17%, -1%, 6%, -0.3%, -2%[38.3 µM], -14%, 2%
CC1(C)Cc2c(c(N3CCOCC3)nc3sc4c(NCCN5CCOCC5)nnnc4c23)CS1
→ ?, /, /, ?, 0.0%, /, 3%, 31%[activator]
O=C(NC1(C(F)(F)F)Oc2ccccc2O1)N1CCCC1
→ -13%[46.1 µM], 19%, -2%, ?, -1.1%, 16%[38.3 µM], 0%, 0%
O=[N+]([O-])c1ccc(N2CCCC2)cc1NC(c1ccccc1)c1ccccc1
→ 3%[46.1 µM], 2%, -3%, 5%, -1.6%, -8%[38.3 µM], -6%, 5%
COc1ccccc1OCC(=O)Nc1nnc(-c2ccco2)s1
→ -5%[46.1 µM], -25%, -1%, 0%, 0.0%, ?, 1%, 10%
Cc1cccc(C(=O)NCc2nnc(SCC(=O)NC(C)c3ccccc3)n2C)c1 (stereo unspecified)
→ 10%, 15%, -4%, 5%, 3.2%, 6%, 23%, -1%
Cc1nnc(SCC(=O)Nc2sc3c(c2C(=O)c2ccccc2)CCCC3)s1
→ -23%, -63%[inhibitor], 2%, -2%, -1.1%, 9%, -6%, 8%
O=[N+]([O-])c1cc(Br)c(O)c(C=Nc2ccc(N3CCOCC3)cc2)c1
→ -22%, 20%, -10%, 3%, -3.0%, -13%, 0%, 10%
CCC(C(=O)Nc1ncc(C)s1)c1ccccc1 (stereo unspecified)
→ -22%, 5%, 5%, -4%, 8.4%, 9%, i, 1%
Cc1ccc(Nc2c(-c3ccc(N4CCOCC4)cc3)nc3ncccn23)c(C)c1
→ -23%, 1%&-8%, -2%, -2%, 0.0%&-3.0%, -21%, -6%, 2%
O=C(c1ccco1)N1CCN(S(=O)(=O)c2ccc([N+](=O)[O-])cc2)CC1
→ -17%, /, -5%, -30%, 0.1%, 11%, -2%, 11%
CN1CCCCCC1=Nc1ccccc1C#N
→ 12%[46.1 µM], -5%, 1%, -30%, 0.1%, 18%[38.3 µM], -7%, -8%
CCC(C)(C)NC(=O)c1ccc2c(c1)N(CC(=O)OC)C(=O)C(C)(C)O2
→ 9%[46.1 µM], -10%, -2%, -3%, 0.3%, -10%[38.3 µM], i, 7%
CCOC(=O)C(O)(NC(=O)c1cccnc1)C(F)(F)F (stereo unspecified)
→ 5%[46.1 µM], ?, -5%, 6%, 1.0%, 14%[38.3 µM], -15%, 0%
COC1=C(Nc2ccc(OC)cc2)C(=O)c2ccccc2C1=O
→ -30%, ?, -20%, 4µM*, -0.9%, 56%[activator], i, -1%
CC1(C)Oc2ccc3ccc(=O)oc3c2C(N2CCCCC2)C1O (stereo unspecified)
→ -20%[46.1 µM], 20%, 0%, ?, 0.0%, 31%[activator][38.3 µM], -5%, 165%[activator]
COc1ccc(/C=C/C(=O)C2C(=O)C=C(C)OC2=O)cc1O (stereo unspecified)
→ -12%[46.1 µM], 12%, ?, ?, 1.3%, -5%, -13%, 16%
Cc1cc(=O)[nH]c(CN2CCC(c3ccccc3)CC2)n1
→ 5%, 3%, -1%, ?, 1.1%, -9%, 16%, 6%
CCn1ncc(Br)c1C(=O)Nc1cccc(F)c1
→ -9%, 25%, 3%, -10%, 4.7%, 7%, -9%, 4%
COc1ccc(NC(=O)COC(=O)c2c3c(nc4ccccc24)CCCC3)cc1Cl
→ ?, -15%, -4%, -6%, -1.0%, 27%[38.3 µM], -7%, 8%
Cc1cc(NC(=O)c2ccc(S(=O)(=O)N3CCc4ccccc43)cc2)no1
→ -11%, -45%[inhibitor], 1%, 7%, 16%, 3%, -16%, -1%
COc1cc(CNCCN(C)C)c(Br)cc1OC1CCCC1
→ 5%, /, /, 3%, -0.1%, 3%, i, 2%
CC(C)(C)c1cc(C(=O)N/N=C/c2ccc(F)cc2)n(-c2ccccc2)n1
→ ?, -24%, -2%, 0%, -3.7%, 11%, 1%, -4%
COc1ccccc1C1=NNC(=Nc2cccc(S(=O)(=O)N(C)C)c2)SC1
→ -14%, -62%[inhibitor], -1%, ?, -3.0%, -1%, -12%, -3%
Cc1cc(C)c2nc(NC(=O)c3ccc4c(=O)n5c(nc4c3)CCCCC5)sc2c1
→ 2%[46.1 µM], -39%[inhibitor], 4%, ?, 1.1%, 5%, -3%, -2%
CCC(=O)N1CCC2(CC1)Oc1ccc(Cl)cc1C(=O)C21CC(c2ccccc2)=NO1 (stereo unspecified)
→ -22%, /, /, 5%, -1.6%, /, i, 1%
O=c1c2[nH]c3ccccc3c2nc2n1CCS2
→ 30%, 25%, 0%, 338%, 4.0%, -2%, -6%, -1%
NC(=O)NCc1ccc(F)cc1
→ -10%, /, 7%, 13%, 5.6%, 0%, -3%, 0%
CC1(OC(=O)c2ccco2)C(=O)C=C2C=C(C3CC3)OC=C2C1=O (stereo unspecified)
→ /, 8%, -1%, 1%, -1.1%, 3%, -6%, 4%
Cc1noc(C)c1CSc1nnc(C)c(=O)[nH]1
→ -8%[46.1 µM], 19%, 0%, -4%, -1.0%, -1%, -1%, 7%

Some entries already given, reduced to Epigenetic derep and JMJD2E inh.
canonical_smiles	Epigenetic derep	JMJD2E inh
CCOC(=O)Nc1ccc(NS(=O)(=O)c2ccc(C)cc2)cc1	0.0%	3%
CCCCOc1ccc(CNn2c(C)nc3ccccc3c2=O)cc1	1.3%	10%

3 entries already listed, sorted by the value under JMJD2E inh, falling.
Compound	JMJD2E inh
CCOC(=O)C(O)(NC(=O)c1cccnc1)C(F)(F)F (stereo unspecified)	6%
CC1(OC(=O)c2ccco2)C(=O)C=C2C=C(C3CC3)OC=C2C1=O (stereo unspecified)	1%
CCn1ncc(Br)c1C(=O)Nc1cccc(F)c1	-10%

The list is partial; the hit share may differ from the screen's.
